CHO-K1 Ca ag – nonselective activator or artifact in parental CHO-K1 cells; Fluo-8 calcium fluorescence; scaled to maximal ATP response, vehicle zero; activation, % at 3 µM; 360,000 compounds, 0.48% hits; AID 602248; in the data active = activation above about 15%;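 note: untransfected CHO-K1 host cells lacking M1 receptor as counterscreen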
CHRM1 agonist – human M1 muscarinic receptor agonism; P11229; activation, % at 3 µM; AID 588814; CHO-K1 hM1, Fluo-8 calcium fluorescence, agonist mode; 0% DMSO, 100% acetylcholine EC100; 360,000 compounds, 0.33% hits;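 active = activation above the run's mean compound activation plus 3 SD, cut at about 16% in these data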;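 note: peak over basal fluorescence ratio within a 140 s kinetic read after compound addition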
CHO parental Ca – counter-screen: ATP calcium response change in parental CHO cells; parental CHO-K1, ATP-induced calcium, Fluo-8 fluorescence; inhibition, % at 5.6 µM; 330,000 compounds, 0.63% hits; AID 463079;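 active = inhibition above that plate's mean sample inhibition plus 3 SD, cut at about 26% in these data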;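 note: 0% = ATP-challenged DMSO wells and 100% = DMSO wells without ATP; some compounds past the cut are filed as inactive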
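Assay system: untransfected parental CHO cell line. Also added: ATP agonist challenge. Dosing: one dose, 5.6 µM nominal. Measured by: Fluo-8 fluorescence. Read-out: % inhibition. Benchmarks: ATP wells versus no-ATP DMSO wells. Repeats: no replicates.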
M1 PAM parental – counter-screen for M1 PAMs: effect in parental CHO-K1 cells | ATP EC20, Fluo-8 calcium fluorescence; 0% at ATP EC20, 100% at ATP max | 360,000 compounds, 0.02% hits | activation, % at 3 µM;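 active = activation above the run cutoff, the mean activation of all test compounds plus 3 SD, cut at about 40% in these data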;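 note: peak over basal fluorescence ratio in a 140 s read after ATP addition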
CHO-K1 Ca antag – nonselective inhibitor or artifact in parental CHO-K1 cells | ATP-induced calcium, Fluo-8 fluorescence | inhibition, % at 3 µM | 360,000 compounds, 0.6% hits | AID 602250;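 active = inhibition above a per-plate cutoff, the plate's mean sample inhibition plus 3 SD, cut at about 24% in these data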;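 note: 0% = DMSO plus EC80 ATP and 100% = DMSO alone without ATP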
CHRM1 antagonist – human CHRM1 antagonism; P11229; CHO-K1 hM1, Fluo-8 calcium fluorescence, ACh EC80 antagonist; inhibition, % at 3 µM; 360,000 compounds, 1.3% hits; AID 588852;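 active = percent inhibition above its own plate's cutoff, namely the mean of that plate's compound wells plus 3 SD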;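 note: peak over basal fluorescence ratio during 140 s after agonist addition; 0% = ACh EC80 plus DMSO and 100% = DMSO alone without agonist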
TAAR1 ag – agonists of human TAAR1 | AID 624467 | 360,000 compounds, 0.99% hits | CHO RD-HGA16 TAAR1, Fluo-8 calcium fluorescence; vehicle wells 0%, saturating PEA agonist 100% | Q96RJ0 | activation, % at 3 µM;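 active = activation above the mean activation of all test compounds in the run plus 3 SD, cut at about 38% in these data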
Target sequence (Q96RJ0 whole entry, looked up): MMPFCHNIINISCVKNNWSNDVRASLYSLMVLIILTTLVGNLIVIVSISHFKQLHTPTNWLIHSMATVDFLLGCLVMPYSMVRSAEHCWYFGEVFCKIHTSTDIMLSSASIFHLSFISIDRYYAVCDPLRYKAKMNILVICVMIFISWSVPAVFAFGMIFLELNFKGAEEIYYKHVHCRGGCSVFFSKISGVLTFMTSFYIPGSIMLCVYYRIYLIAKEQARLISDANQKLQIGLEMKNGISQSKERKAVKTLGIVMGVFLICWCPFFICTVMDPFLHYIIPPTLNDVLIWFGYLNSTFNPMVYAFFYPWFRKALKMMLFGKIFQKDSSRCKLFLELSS
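System: CHO RD-HGA16 cells carrying human TAAR1 plus Gα16; Incubation: 17-24 h seeding, 75 min 37 °C dye, 30 min RT; Measured by: Fluo-8 fluorescence, 5 s baseline then 140 s kinetic read; Control set: DMSO and PEA EC100; Replication: single well for each compound.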
OXTR potentiate – human OXTR potentiation. AID 2445. 320,000 compounds, 0.061% hits. CHO-OTR cells, Fluo-8 calcium fluorescence, potentiator mode; 0% = oxytocin EC15, 100% = EC100. P30559. activation, % at 3 µM;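 active = activation above that plate's cutoff, the mean activation of tested compounds plus 3 SD, cut at about 6.6% in these data, passing the limit was not always enough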;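 note: 100% uses oxytocin at 75 nM as the full agonist control; some results filed as inactive read as strong as hits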
Target sequence (P30559 whole entry, looked up): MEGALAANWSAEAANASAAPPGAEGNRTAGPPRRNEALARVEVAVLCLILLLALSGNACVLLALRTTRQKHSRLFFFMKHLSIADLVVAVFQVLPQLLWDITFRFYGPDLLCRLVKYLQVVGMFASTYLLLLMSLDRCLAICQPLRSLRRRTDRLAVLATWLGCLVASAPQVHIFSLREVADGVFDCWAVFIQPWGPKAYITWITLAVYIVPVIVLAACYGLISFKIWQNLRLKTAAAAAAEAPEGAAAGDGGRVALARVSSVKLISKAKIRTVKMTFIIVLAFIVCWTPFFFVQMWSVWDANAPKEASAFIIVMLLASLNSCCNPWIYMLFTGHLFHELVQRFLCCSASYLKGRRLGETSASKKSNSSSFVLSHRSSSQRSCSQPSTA
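Material: CHO-OTR cells, human receptor; compound dosing: single dose, 3.0 µM nominal final compound concentration; schedule: 6 min compound pre-incubation at room temperature, 100 s kinetic read; measured by: kinetic Fluo-8 calcium fluorescence; read-out basis: % activation vs EC15 and EC100 oxytocin; controls: EC15 oxytocin alone as 0%, 75 nM oxytocin as 100%; replicates: singlicate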
TAAR1 antagonist – antagonists of human TAAR1 | CHO RD-HGA16 TAAR1, Fluo-8 calcium fluorescence, antagonist | inhibition, % at 3 µM | 360,000 compounds, 1.5% hits;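 active = inhibition above a per-plate cutoff, the mean inhibition of test compounds on that plate plus 3 SD, cut at about 49% in these data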;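 note: 0% = DMSO plus EC80 beta-PEA response and 100% = DMSO alone without agonist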
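Assay system: RD-HGA16 CHO cells with stable hTAAR1 and Gα16 / Reagent: EC80 β-phenethylamine stimulus / Doses: 3 µM, single point / Timing: dye loading 75 min at 37 °C, then 30 min room temperature / Measured by: Fluo-8 intracellular calcium dye fluorescence, real-time kinetic reads / Controls: vehicle wells and EC80 agonist wells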
* marks the source's active call; other numbers are inactive results; x = not tested or not shown.

Value order: CHO-K1 Ca ag	CHRM1 agonist	CHO parental Ca	M1 PAM parental	CHO-K1 Ca antag	CHRM1 antagonist	TAAR1 ag	OXTR potentiate	TAAR1 antagonist
COc1cc(C(=O)N2CCCCC2c2cc(C(=O)Nc3ccccc3)no2)cc(OC)c1C (stereo not drawn)
 : 0.9	-4	x	23	-15	-12	0	x	11
CCOC(=O)c1oc2ccc(OC)cc2c1NC(=O)CN1CCN(C)CC1
 : 0.3	-5	-24	9	-3	-11	5	-12	-14
COc1cc(CN2CCCCCC2)cc(OC)c1O
 : -0.2	-4	-7	10	3	-26	0	-15	18
CC1=N/C(=C/c2cccnc2)C(=O)O1
 : 0.5	-6	-10	13	-16	-5	5	0	0
O=C1CCCCC1C1(O)C(=O)Nc2ccccc21 (stereo not drawn)
 : 0.1	-2	x	3	6	4	3	x	3
Nc1cc(S(=O)(=O)N2CCCCC2)ccc1N1CCOCC1
 : 6.7	-4	-1	11	-15	6	2	-4	-25
COc1ccc(CN(Cc2ccccn2)C(=O)CN2C(=O)COc3ccccc32)cc1
 : 5.0	2	-22	14	-7	12	x	0	x
COc1cc(NS(=O)(=O)c2cn(C)cn2)cc(OC)c1
 : 0.5	-2	8	6	-16	-4	2	-4	-15
CCN(CC)CCN1C(=O)C(=O)/C(=C(/O)c2c(C)[nH]c(C(=O)OC)c2C)C1c1cccc(OC)c1 (stereo not drawn)
 : -0.4	-4	-7	-5	12	-1	4	-4	4
O=C1c2ccccc2S(=O)(=O)c2cc(N3CCC(C(=O)N4CCCCC4)CC3)ccc21
 : x	x	-10	x	x	x	28	-5	45
Cn1ccnc1SCC(=O)Nc1cccc(C#N)c1
 : 0.1	-3	0	-3	-6	7	0	5	7
CCOc1ccc(OCC)c(NC(=O)CSc2nc3cccnc3n2C)c1
 : 5.8	-3	-10	16	4	3	4	-1	6
O=C(N/N=C/c1cc([N+](=O)[O-])ccc1Cl)c1cnccn1
 : -0.2	-8	-11	13	-2	-5	1	-1	-17
Cc1cccc(NC(=O)CNC(=O)c2cccc(S(=O)(=O)NCc3cccs3)c2)c1C
 : 1.7	-1	-27	6	-16	6	18	2	15
CN(c1nc(-c2ccccc2)cs1)C1CCS(=O)(=O)C1 (stereo not drawn)
 : 1.5	-4	4	6	-6	-4	11	-4	-10
COc1ccc(C(CC(=O)N2CCCC2)c2c(OC)cc(OC)c3ccc(=O)oc23)cc1 (stereo not drawn)
 : 0.2	-2	-24	13	-15	-7	2	2	-2
COc1ccc(C(=O)N2CCN(CCNC(=O)C(=O)Nc3ccc(F)cc3)CC2)cc1
 : 2.4	-1	0	11	-7	-15	1	-7	2
COc1ccc(Br)cc1CNC(=O)CCc1nc(-c2ccc(C)cc2)no1
 : -0.3	-4	-5	12	-5	-6	11	-12	16
CCOC(=O)CC1C(=O)NCCN1C(=O)c1c(F)cccc1F (stereo not drawn)
 : -0.3	0	-2	13	-10	-18	6	-22	4
O=C(NC1CCCN(c2ccc(C(F)(F)F)cn2)C1)c1ccncc1 (stereo not drawn)
 : 1.3	-6	-6	8	1	-15	-1	-12	4
CCCCOC(=O)C1C2C=CC3(CN(CCc4ccccc4)C(=O)C13)O2 (stereo not drawn)
 : -0.3	-2	-2	4	7	-6	-1	-9	-15
O=[N+]([O-])c1ccccc1-c1ccc(C(=S)N2CCCCC2)o1
 : 0.3	0	-6	7	-10	-6	14	-2	23
COc1ccc(C2C(C(N)=O)=C(C)Nc3nc(-c4ccccc4OC)nn32)cc1OC (stereo not drawn)
 : 0.0	-4	3	-3	4	1	2	-10	3
COc1ccc2nc(NC(=O)CSc3ccccc3)sc2c1
 : 0.3	-5	-16	18	-5	-4	1	-15	10
CCCCNC(=O)/C=C/c1ccc(S(=O)(=O)Nc2ccc(OC)cc2)cc1
 : 3.2	1	-24	6	-2	2	9	-15	10
CCOc1cc(/C=N/Nc2cccc(C(=O)O)c2)ccc1OCC(=O)N1CCCCC1
 : -0.4	0	x	7	-6	-1	1	x	0
CCOC(=O)c1[nH]c(C)c(C(=O)NCCCN2CCOCC2)c1C
 : 0.3	-6	-1	10	-11	1	10	-9	12
CCCn1nc(C(=O)NNC(=O)c2cc(S(=O)(=O)NC)ccc2Br)c2ccccc2c1=O
 : 0.4	-1	-3	8	-1	-13	1	-7	-8
CN1CCc2nc(NC(=O)COc3ccc4ccccc4c3)sc2C1
 : 1.2	-6	-23	4	-2	-3	2	-22	9
CC(C)C1C(=O)N(Cc2cn(CCC3OCCCO3)nn2)CCS(=O)(=O)N1Cc1ccc(-c2ccc(Cl)nc2)cc1 (stereo not drawn)
 : 4.9	-3	x	8	0	-2	15	x	29

Another view of some results above:
SMILES: CCCn1nc(C(=O)NNC(=O)c2cc(S(=O)(=O)NC)ccc2Br)c2ccccc2c1=O
- CHO-K1 Ca ag: 0.4
- CHRM1 agonist: -1
- CHO parental Ca: -3
- M1 PAM parental: 8
- CHO-K1 Ca antag: -1
- CHRM1 antagonist: -13
- TAAR1 ag: 1
- OXTR potentiate: -7
- TAAR1 antagonist: -8
SMILES: CN1CCc2nc(NC(=O)COc3ccc4ccccc4c3)sc2C1
- CHO-K1 Ca ag: 1.2
- CHRM1 agonist: -6
- CHO parental Ca: -23
- M1 PAM parental: 4
- CHO-K1 Ca antag: -2
- CHRM1 antagonist: -3
- TAAR1 ag: 2
- OXTR potentiate: -22
- TAAR1 antagonist: 9

Other entries follow.
Value order: CHO-K1 Ca ag	CHRM1 agonist	CHO parental Ca	M1 PAM parental	CHO-K1 Ca antag	CHRM1 antagonist	TAAR1 ag	OXTR potentiate	TAAR1 antagonist
NC(c1csc(Nc2ccc(C(=O)NCCCO)cn2)n1)C1CCCCC1 (stereo not drawn)
 : 0.1	-3	x	4	-4	-9	3	x	-26
O=C(COn1nnc2ccccc21)N1CCN(Cc2ccccc2)CC1
 : 0.5	-4	-12	20	-23	-16	2	-3	-1
Cc1ccccc1NS(=O)(=O)c1cc(C(=O)NCc2ccco2)ccc1C
 : 0.7	5	-17	-7	4	-2	2	-3	-1
CCn1c(-c2nn(C)c(C)c2Cl)n[nH]c1=S
 : -0.3	-2	6	-6	14	-5	-1	-9	3
O=S(=O)(c1ccccc1)n1ccc(-c2cnc(-c3ccccc3)s2)n1
 : 0.1	-2	-10	20	-11	-19	6	-9	6
CC(CC1CC(C)(C)OC1=O)C(=O)Nc1ccc([N+](=O)[O-])cc1 (stereo not drawn)
 : 1.2	-4	-11	13	-2	-4	4	-12	10
O=C(Nc1ccsc1C(=O)O)c1cccc(Oc2ccccc2)c1
 : 0.3	-1	0	12	2	-7	5	-12	-48
COc1ccc(OC)c(S(=O)(=O)N2CCC(C(=O)N3CCCCCC3)CC2)c1
 : 2.2	1	3	-8	-4	-3	1	-9	3
Cc1ccc(NS(=O)(=O)c2ccc(NC(=O)CSc3ccc(Cl)cc3)cc2)c(C)c1
 : 1.2	4	3	10	5	1	21	-10	-5
CC(C)(C)c1ccc(S(=O)(=O)C(C)(C)C)cc1
 : 2.7	-11	3	19	-12	-3	4	-21	-2
C[C@@H](C(=O)Nc1nc(-c2ccccn2)cs1)N1C(=O)C2CCCCC2C1=O (stereo partly drawn)
 : 2.2	-2	-25	19	-12	-29	3	-2	3
CC1(C(=O)NS(=O)(=O)c2ccc(F)cc2F)CCN1C(=O)Cc1cc(F)ccc1F (stereo not drawn)
 : -0.2	2	x	-6	1	-4	0	x	-7
COc1cccc(C(=O)OCC(=O)Nc2ccc3c(c2)OCCO3)c1
 : -0.1	0	-12	0	-5	-10	1	-4	-4
O=C(O)CSc1nc2ccccc2o1
 : 0.8	-3	-4	26	-15	-10	3	-6	-18
CC(=O)Nc1ccc(S[C@@H](CCN2CC[C@H](C(C)(C)C)CCC2=O)c2ccccc2)cc1
 : 1.1	-1	-22	-11	-2	22	17	-6	49*
CN1/C(=C\C(=O)COC(=O)CNC(=O)c2ccccc2F)C(C)(C)c2ccccc21
 : 2.8	-4	-5	17	5	4	12	-16	2
O=C(Nc1ccc(Cl)c(C(F)(F)F)c1)N1CCCC(O)C1 (stereo not drawn)
 : 1.3	-1	-11	8	-2	2	0	-2	-6
Cc1ccc(C(=O)N2CCOCC2)cc1S(=O)(=O)Nc1cccc(C)c1C
 : 0.1	-3	-6	-7	3	-8	-2	0	0
COc1ccc(C(=O)c2coc3ccc(O)c(CN4CCOCC4)c23)cc1
 : 0.9	-8	-19	-11	-5	1	1	2	-27
COCCN(C(=O)CCC(=O)Nc1nccs1)C(C(=O)NC(C)(C)C)c1ccc(C)cc1 (stereo not drawn)
 : -0.4	1	-10	-13	-9	-15	2	-27	-18
CC1(C)Cc2c(sc(NC(=O)COc3ccc(Cl)cc3Cl)c2C(N)=O)C(C)(C)N1
 : 3.4	-3	13	19	-8	-6	13	-11	-7
O=C(NC1CCCCC1)c1c(O)nc2sccn2c1=O
 : 0.2	0	-17	9	-3	-8	3	6	-9
CC(C)(C)c1ccc(OCC(=O)NNC(=O)c2cccnc2)cc1
 : 0.2	-3	-6	15	-7	-10	10	-10	15
CCc1nc2ccc(C(=O)NCCCn3ccnc3)cn2c1N(C)Cc1ccc(OC)cc1
 : -0.4	-9	x	-4	0	9	2	x	-3
O=C(NCC1CCCO1)C(c1cccs1)N(Cc1ccccc1)C(=O)c1ccc(-c2ccccc2)[nH]1 (stereo not drawn)
 : 3.4	-5	-17	16	-10	13	8	-3	16
COc1ccc(NC(=O)C2CCCCC2)cc1S(=O)(=O)N1CCOCC1
 : 0.4	1	-13	20	-11	-14	1	0	-7
CCC(=O)Nc1ccc2c(c1)nc(CCN1CCC(C)CC1)n2C
 : 0.0	-11	-9	4	-15	-5	0	-4	9
O=C(COC(=O)C1CC(=O)N(CCc2ccccc2)C1)c1ccc[nH]1 (stereo not drawn)
 : 1.4	-3	-15	3	-7	4	19	-2	3
CCc1ccc(NC(=O)C2CCN(S(=O)(=O)c3c(C)[nH]c(=O)[nH]c3=O)CC2)cc1
 : -0.3	-2	-7	0	-2	-2	4	0	-2
CC(Oc1cccc(Br)c1)C(=O)NNC(=O)CCS(=O)(=O)c1ccccc1 (stereo not drawn)
 : 0.3	-3	-14	3	4	-5	1	-7	-3
COc1cccc(-c2csc(N3CCN(C(=S)Nc4ccccc4OC)CC3)n2)c1
 : 0.4	-3	-15	-10	-9	31	-1	-5	16
O=C(Nc1ccon1)c1cnc2sccn2c1=O
 : 0.1	-1	-4	-5	-4	-13	2	-13	10
Cc1c(C)c2c(c(C)c1O)CCC(C)(C(=O)O)O2 (stereo not drawn)
 : 0.3	-1	5	-2	-1	-22	2	-11	-6

Assay outcomes (PubChem)
